High-throughput results (PubChem)
Nrf2 inh – Nrf2 pathway inhibition | A549 ARE-Fluc reporter, luciferase luminescence, 18-24 h | Potency, µM (doses to about 46 µM), for inactives: at the top dose activity change, negative = inhibition, most hits filed as inhibitors | AID 504444 | 360,000 tested, 2.1% active; further: potency means the concentration at half of the fitted maximal effect; on the % scale 0 is the no-effect control and ±100 the full control effect; nearly all actives have a fitted effect of over 60% in size
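A549 ARE_Fluc cells, 5000/well, 5% FBS OPTI-MEM; compounds in dose-response, 18-24 h at 37 °C/5% CO2; CellTiter-Fluor viability read (Ex 405/Em 525), then BugLite luciferase luminescence = Nrf2 activity.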
S2 tox – cell viability loss in ATXN counter-screen; S2 cells (HEK-293 line with an ATXN2-luciferase reporter) viability, CellTiter-Fluor protease fluorescence, 24 h; Potency, µM (top dose mostly 56.7 µM), usual class: cytotoxic; 400,000 tested, 0.49% active; further: potency means the concentration at half of the fitted maximal effect; nearly all actives have a fitted effect of over 40% in size
Nrf2 activator – activates Nrf2 signaling; AREc32 ARE-luciferase reporter (MCF7-derived line), luminescence, 24 h; Potency, µM (titrated, usually from 46.1 µM), for the others: at the highest dose activation, usual class: activators; 410,000 tested, 0.31% active; AID 624171; further: potency means the concentration at half of the fitted maximal effect; % of control where 0% means no effect; nearly all actives have a fitted effect of over 65% in size
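ARE activation measured as luciferase luminescence (Steady-Glo, 30 min RT) in AREc32_Fluc cells after 24 hr compound exposure at 37 deg C, 5% CO2; cells seeded overnight at 1000/well in OPTI-MEM, 5% FBS.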
EPAC2 agonist – activates human EPAC2 exchange factor. Q8WZA2. EPAC2 activation, biochemical qHTS; response scale: 100% = 6.5 mM cAMP response. Potency, µM (top dose mostly 154 µM), without a hit: at the top dose activation, most hits filed as activators. 360,000 tested, 0.079% active. AID 720711; further: potency means the concentration at half of the fitted maximal effect; nearly all actives have a fitted effect of over 50% in size
Target sequence (Q8WZA2 whole entry, looked up): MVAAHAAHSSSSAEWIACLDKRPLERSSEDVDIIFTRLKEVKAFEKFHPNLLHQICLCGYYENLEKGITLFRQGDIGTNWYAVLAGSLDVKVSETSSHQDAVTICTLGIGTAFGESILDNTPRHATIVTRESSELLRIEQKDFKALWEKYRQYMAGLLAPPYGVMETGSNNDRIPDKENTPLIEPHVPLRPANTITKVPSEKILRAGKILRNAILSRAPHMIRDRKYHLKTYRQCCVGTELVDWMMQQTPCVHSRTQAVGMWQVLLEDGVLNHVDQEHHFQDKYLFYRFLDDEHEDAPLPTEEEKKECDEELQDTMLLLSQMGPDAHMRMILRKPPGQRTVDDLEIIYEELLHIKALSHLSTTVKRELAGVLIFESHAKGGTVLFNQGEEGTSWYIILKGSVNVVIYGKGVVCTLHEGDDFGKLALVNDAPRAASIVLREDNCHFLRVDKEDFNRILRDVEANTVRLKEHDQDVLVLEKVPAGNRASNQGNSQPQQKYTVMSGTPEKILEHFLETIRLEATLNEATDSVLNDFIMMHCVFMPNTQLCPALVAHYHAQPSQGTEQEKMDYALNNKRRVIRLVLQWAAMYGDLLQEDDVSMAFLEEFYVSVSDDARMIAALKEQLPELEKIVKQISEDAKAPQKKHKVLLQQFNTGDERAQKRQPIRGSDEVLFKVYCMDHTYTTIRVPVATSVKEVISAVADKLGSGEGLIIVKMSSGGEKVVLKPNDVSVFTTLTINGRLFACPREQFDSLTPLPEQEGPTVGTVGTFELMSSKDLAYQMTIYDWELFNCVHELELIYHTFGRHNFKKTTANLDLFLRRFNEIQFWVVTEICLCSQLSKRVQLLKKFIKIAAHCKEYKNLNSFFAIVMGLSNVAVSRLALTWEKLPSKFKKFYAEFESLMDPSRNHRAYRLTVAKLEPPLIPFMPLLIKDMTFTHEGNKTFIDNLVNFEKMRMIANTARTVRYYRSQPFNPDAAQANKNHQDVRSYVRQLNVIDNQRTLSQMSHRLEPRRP
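Guanine nucleotide exchange by EPAC2 is measured as reduced fluorescence of BODIPY-GDP once it is released from 250 nM Rap1B. Plates are read kinetically for 30 min at room temperature; results are scaled to 6.5 mM cAMP.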
A549 viability – counter-screen for Nrf2 inhibitors: cytotoxicity in A549 cells; Potency, µM (series often up to 46 µM), inactives show at the highest dose activity change, negative = cytotoxicity, most hits filed as inhibitors; AID 504648; 390,000 tested, 0.16% active; A549 ARE-Fluc cells, CellTiter-Fluor viability, 18-24 h; further: potency means the concentration at half of the fitted maximal effect; on the % scale 0 is the no-effect control and ±100 the full control effect
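A549 ARE_Fluc cells in 5% FBS OPTI-MEM were exposed to compounds in concentration-response for 18-24 h at 37 deg C. Viability was read by CellTiter-Fluor fluorescence (Ex 405/Em 525) after 30 min, before the luciferase read.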
TGFb inhibitor – TGF-b pathway inhibition; HepG2 CAGA-GFP TGF-b/SMAD3 reporter, GFP fluorescence, 18 h; TGF-beta stimulated, 500 pg/mL final; Potency, µM (top dose mostly 46.1 µM), for inactives: at the highest dose activity, negative = inhibition, hits mostly inhibitors; 410,000 tested, 1.2% active; AID 588855; further: potency means the concentration at half of the fitted maximal effect; on the % scale 0 is the no-effect control and ±100 the full control effect; nearly all actives have a fitted effect of over 65% in size
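Cell-based qHTS in HEPG2 carrying a CAGA-GFP Smad reporter; compounds added before 500 pg/mL final TGF-beta, 18 h incubation at 37 degrees C, GFP fluorescence quantified per cell by imaging cytometry.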
ATXN2 expr inh – reduces ATXN2 reporter expression in HEK-293 cells. HEK-293 ATXN2-luciferase reporter, luminescence, 24 h. Potency, µM (top dose mostly 57 µM), inactives show at the highest dose activity change, negative = inhibition, hits mostly inhibitors. 360,000 tested, 0.72% active. AID 1745845; further: potency means the concentration at half of the fitted maximal effect; on the % scale 0 is the no-effect control and ±100 the full control effect; nearly all actives have a fitted effect of over 55% in size
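ATXN2-luciferase reporter cells (luciferase flanked by upstream and downstream ATXN2 gene portions) were treated 24 h at 37 °C with compounds at up to 57 uM. SteadyGlo luminescence gave expression; GF-AFC fluorescence gave viability.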
IL-2 act – activators of IL-2. IL-2 activation reporter assay, cell-based qHTS; stimulated with anti-CD3/CD4/CD28 beads; in transgenic mouse T cells. activation, % (series mostly up to about 46 µM). 360,000 tested, 0.065% active. AID 652025; in the data active means activation above about 50%; inconclusive means mostly about 30% to 49%; further: 0% is about no effect
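Unstimulated transgenic mouse T cells preincubated 60 min with compound, then stimulated with anti-CD3/anti-CD4-coated beads plus anti-CD28 for 18 h at 37 degrees C. IL-2 response read as EGFP and DsRed fluorescence by plate cytometry.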
HepG2 viability – HepG2 cytotoxicity, counter-screen for TGF-b inhibitors; HepG2 CAGA-GFP viability, ATP luminescence, 18 h; Potency, µM (highest dose often 46.1 µM), inactives show at the top dose activity change, negative = cytotoxicity, usual class: cytotoxic; 410,000 tested, 0.76% active; further: potency means the concentration at half of the fitted maximal effect; some results filed as inactive show a strong effect at the top dose
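HepG2 CAGA-GFP cells (1000/well, DMEM with 1% FBS) received compound, then TGF-beta at 500 pg/mL final, and were incubated 18 hours at 37 degrees C. Viability was read by CellTiter-Glo luminescence. Media-only wells were set as complete cell-killing and DMSO as no toxicity.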
Active calls of the source: *; i = inactive; ? = inconclusive; nt = no result given; & = joins results of further samples; [ ] = dose if it differs, or a comment. Unless noted, the call rests on the fitted dose curve; in most records, active means well fitted curve in the direction sought with a large enough effect; inconclusive means small, poorly fitted or top-dose-only effect, or another doubt; inactive means no such curve, though single readings can be large; an effect the other way counts as inactive or inconclusive.

Molecule | Nrf2 inh | S2 tox | Nrf2 activator | EPAC2 agonist | A549 viability | TGFb inhibitor | ATXN2 expr inh | IL-2 act | HepG2 viability
C=CCOc1ccc(C=NNc2ccc(S(=O)(=O)Nc3ccccc3C(=O)O)cc2[N+](=O)[O-])cc1OC | -7% | i | 0.0% | 1% | ? | -1% | 7% | 1.5 | -6%
O=C(c1ccccc1)N1CCN(C(=O)c2ccccc2)CC1 | 20%&-1% | i | 0.4% | 5% | 11%&-2% | -3%&-4% | -7% | 0.0 | -26%&0%
COc1ccc(NC(=O)COCc2cc(-c3cccs3)on2)cc1 | nt | i | 6.6% | nt | 11% | -4% | -12% | nt | 5%
CN1C(C(=O)NCC2CC2)CC2Cn3c(nc4ccccc43)C21 (stereo not drawn) | 6% | i | -1.2% | 11% | 1% | -7% | -4% | -2.4 | 27%
CCc1cc(C(=O)NCC(c2ccc(OC)cc2)N2CCOCC2)sc1C (stereo not drawn) | 15% | ? | -0.6% | -8% | 11% | 4% | 6% | -1.2 | 3%
O=C(CCc1nnc(CCCc2ccccc2)o1)NCCc1ccco1 | ? | i | 0.3% | 9% | -7% | 8% | 65%[activator] | -0.4 | -3%
O=C(CCCn1c(SCC(=O)NCC2CCCO2)nc2ccccc2c1=O)NCc1ccccc1 (stereo not drawn) | -12% | i | 0.0% | -1% | -3% | -2% | 5% | -0.1 | -2%
NC(=O)CSc1oc(-c2cccs2)nc1S(=O)(=O)c1ccccc1 | nt | i | -0.5% | -9% | 19% | 5% | 4% | 0.8 | 4%

Random excerpt: 2 records from the list
Molecule | Nrf2 inh | S2 tox | Nrf2 activator | EPAC2 agonist | A549 viability | TGFb inhibitor | ATXN2 expr inh | IL-2 act | HepG2 viability
CN1C(C(=O)NCC2CC2)CC2Cn3c(nc4ccccc43)C21 (stereo not drawn) | 6% | i | -1.2% | 11% | 1% | -7% | -4% | -2.4 | 27%
COc1ccc(NC(=O)COCc2cc(-c3cccs3)on2)cc1 | nt | i | 6.6% | nt | 11% | -4% | -12% | nt | 5%

The main list resumes, starting 3 compounds before the break.
Molecule | Nrf2 inh | S2 tox | Nrf2 activator | EPAC2 agonist | A549 viability | TGFb inhibitor | ATXN2 expr inh | IL-2 act | HepG2 viability
O=C(CCc1nnc(CCCc2ccccc2)o1)NCCc1ccco1 | ? | i | 0.3% | 9% | -7% | 8% | 65%[activator] | -0.4 | -3%
O=C(CCCn1c(SCC(=O)NCC2CCCO2)nc2ccccc2c1=O)NCc1ccccc1 (stereo not drawn) | -12% | i | 0.0% | -1% | -3% | -2% | 5% | -0.1 | -2%
NC(=O)CSc1oc(-c2cccs2)nc1S(=O)(=O)c1ccccc1 | nt | i | -0.5% | -9% | 19% | 5% | 4% | 0.8 | 4%
c1cn(CCCNC2=NCCCCC2)cn1 | -11% | i | -0.2% | 3% | -1% | -1% | 5% | 0.3 | -4%
O=C(NNC(=O)c1ccc(Oc2cc(Cl)cc(Cl)c2)o1)c1ccccc1 | -1% | ? | 3.9% | 3% | 2% | 20µM* | nt | 2.6 | -84%
COC(=O)c1ccc(OCCN2CCCCCC2)cc1 | 8% | i | -0.1% | 2% | 0% | 20% | 1% | 3.4 | 0%
COCCCNC(=O)c1ccc(-c2csc(C)n2)cc1 | 8% | i | 2.3% | 5% | 5% | 6% | 14% | 0.8 | -2%
CCOC(=O)C(CO)(NC(C)=O)C(=O)OCC | 2% | i | 0.3% | -8% | -3% | -14% | 5% | 0.0 | 0%
CC(OC(=O)C1CC(=O)N(Cc2ccccc2)C1)C(=O)Nc1ccc(F)cc1Cl (stereo not drawn) | -1% | i | 0.6% | 3% | -1% | -15% | 3% | -1.5 | -14%
CC(=O)Nc1cc(-c2cccc(C(=O)NCCN(C)C)c2)cn2c(-c3ccccc3)cnc12 | nt | i | 7.2% | 10% | nt | 68%[activator] | ? | -0.9 | -34%
Cc1ccc(S(=O)(=O)N2CCC(n3nnc4cc(C)ccc43)CC2)cc1 | ? | i | -0.7% | -3% | -1% | -17% | -14% | 2.5 | -4%

Molecule | Nrf2 inh | S2 tox | Nrf2 activator | EPAC2 agonist | A549 viability | TGFb inhibitor | ATXN2 expr inh | IL-2 act | HepG2 viability
CSCCCc1cn([C@@H](CO)C(=O)NCCCCCCCCCCC(=O)N2CCNCC2)nn1 | 2% | i | 1.0% | 4% | 4% | 3% | -5% | -1.8 | 13%
O=C(N/N=C/c1cc([N+](=O)[O-])cc([N+](=O)[O-])c1O)/C(=C\c1cccs1)NC(=O)c1ccccc1 | 1% | i | -0.2% | -16% | -30% | -1% | -7% | -1.2 | 23%
N#CCCn1cc(/C=N/NC(=O)c2ccncc2)c(-c2ccccc2)n1 | nt | i | 0.2% | 6% | -5% | -27% | 1% | 0.1 | -25%
Cc1ccc(C(=O)Nc2ccccc2)cc1S(=O)(=O)Nc1ccc(Br)cc1 | ? | ? | -1.0% | nt | -4% | ? | ? | nt | -68%
CCOc1ccccc1N1CC(c2nc3ccccc3n2CCOc2ccc(C(C)(C)C)cc2)CC1=O (stereo not drawn) | ? | ? | 0.3% | nt | ? | -24% | -2% | nt | -41%
Cc1ccc2[nH]c(=O)c(CN(Cc3nnnn3Cc3ccccc3)C3CCCC3)cc2c1 | -24% | ? | 0.6% | 3% | -13% | 1% | ? | 0.2 | -26%
CCN(CC(=O)NCc1ccc(Cl)cc1)C(=O)/C=C/c1ccc(C#N)cc1 | -7% | i | 0.0% | 6% | 2% | 0% | -22% | -1.5 | -1%
CC(C)(C)C(=O)NCCc1nc2ccccc2n1CCCCOc1ccccc1 | -25% | ? | 6.1% | nt | -15% | -18% | -23% | nt | -25%

Molecule | Nrf2 inh | S2 tox | Nrf2 activator | EPAC2 agonist | A549 viability | TGFb inhibitor | ATXN2 expr inh | IL-2 act | HepG2 viability
Cc1cscc1-c1cc2nc(NCCCN(C)C)n(C)c(=O)c2s1 | nt | i | ? | 2% | nt | -8% | -17% | -0.5 | -11%
O=C(CCNC(=O)c1ccc([N+](=O)[O-])cc1)Nc1ccccc1N1CCCC1 | -1% | i | 0.1% | 6% | 0% | 11% | 0% | -3.0 | -19%
c1ccc(CSc2nnc(NC3=NCCCCC3)s2)cc1 | 13% | i | 3.6% | 5% | -4% | -3% | 42%[activator] | -0.6 | -28%
O=C(/C=C/c1ccc(OC(F)F)cc1)Nc1cccc(S(=O)(=O)N2CCOCC2)c1 | ? | ? | -1.6% | 16% | ? | ? | ? | -2.2 | -6%
Cc1c(C(=O)OC(C)CCN(C)C)oc2ccccc12 (stereo not drawn) | 20% | i | 0.7% | 2% | 21% | -14% | 7% | -1.2 | 9%
COc1ccc(C)cc1S(=O)(=O)N(CC(=O)Nc1cccc([N+](=O)[O-])c1)c1ccc(C)cc1 | -24% | i | 2.5% | 8% | -10% | ? | -2% | -1.8 | 5%
Cc1c(Cl)c(C(F)(F)F)nn1CC(=O)N1CCSCC1 | -1% | i | 2.8% | 4% | -3% | ? | -11% | 0.2 | 2%
CN(C(=O)COC(=O)c1ccc(Br)c([N+](=O)[O-])c1)c1c(N)n(Cc2ccccc2)c(=O)[nH]c1=O | -10% | i | 3.0% | 3% | -5% | -15% | 2% | 0.7 | -15%

Molecule | Nrf2 inh | S2 tox | Nrf2 activator | EPAC2 agonist | A549 viability | TGFb inhibitor | ATXN2 expr inh | IL-2 act | HepG2 viability
CCOc1ccc(NC(=O)CC2C(=O)N(c3ccc(OC)cc3)C(=O)N2C2CCCCC2)cc1 (stereo not drawn) | 7% | i | 0.4% | nt | -16% | -33% | 13% | nt | -33%
OCCN(CCCn1c(-c2ccncc2)nc2ccccc21)c1nc(CN2CCCCC2)cs1 | -1% | i | 0.2% | 9% | -3% | ? | 5% | 1.2 | -12%
COc1ccc(NC(=O)CSc2nnnn2C2CCCCC2)c(OC)c1 | -25% | i | 0.0% | 22% | -7% | 11% | -1% | -0.5 | 1%
O=C(Cn1cc(C(=O)C(F)(F)F)c2ccccc21)NCc1ccco1 | 1% | i | 16% | 2% | 6% | 9% | nt | 1.8 | 3%
CC(NC(=O)Nc1ccc(Br)cc1)C(C)(C)C (stereo not drawn) | 2% | i | 4.2% | 6% | -1% | -13% | nt | 2.9 | -20%
NS(=O)(=O)c1ccc(N/N=C/c2ccc[nH]2)c([N+](=O)[O-])c1 | 8.2µM* | ? | 6.7% | 0% | -6% | -26% | nt | 0.6 | -15%
CCc1cccc(OCC(=O)Nc2cc(Cl)ccc2-n2cncn2)c1 | -14% | i | 12% | 2% | 20% | 5% | 0% | -0.9 | -4%
Cc1cc(NC(=O)CCC(=O)N(CC(=O)NC2CCCC2)c2cccc(C)c2C)no1 | -11% | i | -1.0% | -5% | -8% | 2% | 7% | 0.0 | -6%

Molecule | Nrf2 inh | S2 tox | Nrf2 activator | EPAC2 agonist | A549 viability | TGFb inhibitor | ATXN2 expr inh | IL-2 act | HepG2 viability
Cc1cccc(C)c1NC(=O)c1nc(S(=O)(=O)Cc2ccccc2)ncc1Cl | ? | ? | ? | -5% | 0% | 11µM* | ? | -2.2 | -178%
NNC(=O)C1SCCN1S(=O)(=O)c1ccc(Cl)cc1 (stereo not drawn) | 4% | i | 0.2% | 8% | 0% | 8% | nt | 0.3 | 10%
Cc1cc(F)ccc1NC(=O)Nc1ccc2c(c1)OCO2 | ? | i | -0.7% | 6% | -2% | 0% | 3% | -2.7 | -4%
O=C(Nc1ccc(F)cc1)c1cccc2c1C(=O)N(Cc1ccccn1)C2 | ? | i | 0.2% | 15% | -3% | -3% | -10% | -0.8 | -17%
COc1ccc(C(=O)/C=C/Nc2ccc(S(=O)(=O)Nc3nc(C)cc(C)n3)cc2)cc1OC | ? | i | 7.2% | 4% | -15% | -15% | 11% | 0.2 | 7%
